Bioassay records as filed in PubChem BioAssay.
CR mimetic SO: reduction of superoxide in aged yeast, primary screen, HTS; S. cerevisiae aged cells, superoxide DHE fluorescence; stronger effect = lower value; superoxide response (% of plate mean), % at 10 µM; 330,000 tested, 0.18% active; AID 2690, 2010;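 active = superoxide response under a set limit, about three screen SD below normal, cut at about 65% in these data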;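 also: yeast aged for seven days with compound at 30 °C before DHE staining; 100% = average MFI of all compound-treated wells on the plate with controls excluded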
proCasp3 act: activators of human procaspase-3 D3A mutant, primary screen, biochemical, absorbance, PC-3 D3A mutant, single concentration; Caspase-3 (Homo sapiens), P42574; recombinant procaspase-3 D3A, Ac-DEVD-pNA absorbance 405 nm; activation, % at 8.5 µM; 330,000 tested, 0.11% active; AID 463141, 2010;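 active = activation above the mean of all tested compounds plus 3 SD, cut at about 21% in these data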;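 also: 0% = DMSO alone and 100% = DMSO wells spiked with extra 5 µM PC-3 D3A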
Target sequence (P42574 whole entry D9A/D28A/D175A): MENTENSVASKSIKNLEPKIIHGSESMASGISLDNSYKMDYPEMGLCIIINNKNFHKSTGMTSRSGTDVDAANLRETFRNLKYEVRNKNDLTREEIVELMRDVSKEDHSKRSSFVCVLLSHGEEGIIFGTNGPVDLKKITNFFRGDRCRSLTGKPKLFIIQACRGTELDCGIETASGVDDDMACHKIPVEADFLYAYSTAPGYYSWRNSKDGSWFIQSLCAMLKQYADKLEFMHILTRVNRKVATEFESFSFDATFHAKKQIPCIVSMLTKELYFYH
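Test system: Procaspase-3 D3A mutant, all three cleavage aspartates alanine | Dosing: Single dose, 8.5 µM nominal compound, 0.8% DMSO | Schedule: 1 h preincubation, 2 h reaction | Technique: 405 nm absorbance of p-nitroaniline, reads at 0 and 120 min | Repeats: One well per compound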
JMJD2C inh: inhibitors of GASC-1 histone demethylase, primary screen, biochemical, fluorescence, DELFIA europium; inhibition, % at 2.35 µM; AID 2099, 2009; 330,000 tested, 0.069% active; Lysine-specific demethylase 4C (Homo sapiens), Q9H3R0; GST-JMJD2C(1-420) H3K9me3 demethylation;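 active = more than half of a compound's replicate wells show inhibition beyond 50%, single wells judged on their own value; inconclusive = some, but no more than half, of replicates pass 50% inhibition; inactive = no replicate passes 50% inhibition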;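 also: signal counts dimethyl H3K9 product captured on neutravidin plate; 0% = median of DMSO wells and 100% = 0.3 times that DMSO median; strong numbers were not always called active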
Target sequence (Q9H3R0 1-420 limits assumed): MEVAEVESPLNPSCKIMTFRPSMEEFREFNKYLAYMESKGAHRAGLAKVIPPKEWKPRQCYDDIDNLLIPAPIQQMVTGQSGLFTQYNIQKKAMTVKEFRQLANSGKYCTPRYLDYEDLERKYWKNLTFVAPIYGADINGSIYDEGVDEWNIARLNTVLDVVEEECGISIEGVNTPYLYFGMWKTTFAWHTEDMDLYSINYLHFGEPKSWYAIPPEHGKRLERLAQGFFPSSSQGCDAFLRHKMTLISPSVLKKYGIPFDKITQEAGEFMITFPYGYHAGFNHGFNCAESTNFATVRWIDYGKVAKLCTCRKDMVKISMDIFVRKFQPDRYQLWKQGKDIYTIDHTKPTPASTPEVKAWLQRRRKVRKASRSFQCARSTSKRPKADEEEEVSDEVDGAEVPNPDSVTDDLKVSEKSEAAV
proCasp7 act: procaspase-7 activators, primary screen, counter-screen for procaspase-3 activator project, biochemical, absorbance, HTS, human; Caspase-7 (Homo sapiens), P55210; recombinant procaspase-7, Ac-DEVD-pNA absorbance 405 nm; D23A/D198A/D206A triple mutant, cannot self-cleave; scale: DMSO 0, 5 µM enzyme 100; activation, % at 8.5 µM; 330,000 tested, 0.093% active; AID 463210, 2010;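 active = percent activation above the screen-wide mean plus 3 SD, cut at about 25% in these data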
Target sequence (P55210 whole entry D23A/D198A/D206A): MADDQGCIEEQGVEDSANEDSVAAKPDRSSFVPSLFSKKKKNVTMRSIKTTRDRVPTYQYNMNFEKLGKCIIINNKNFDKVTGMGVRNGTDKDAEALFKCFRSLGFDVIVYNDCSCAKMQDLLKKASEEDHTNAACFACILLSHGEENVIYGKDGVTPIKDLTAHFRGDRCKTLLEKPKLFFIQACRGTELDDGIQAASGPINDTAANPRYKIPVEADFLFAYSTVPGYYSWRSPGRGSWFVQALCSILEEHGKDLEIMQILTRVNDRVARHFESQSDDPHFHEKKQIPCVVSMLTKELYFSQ
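Assay system: Uncleavable procaspase-7 mutant enzyme; Input: 2 µM procaspase-7 mutant as dispensed; Also added: DEVD-pNA substrate; Medium: Zinc-free HEPES pH 7.4 with 300 mM NaCl, 0.01% Triton X-100; Timing: 1 h compound preincubation, 2 h substrate cleavage, 25 °C; Measured by: Epi-absorbance of released pNA at 405 nm, two timepoints.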
AHR act: AHR activators, primary screen, cell-based, luminescence, luciferase reporter, human; AID 2796, 2010; AHR-responsive luciferase reporter cells; activation, % at 5 µM; 320,000 tested, 2.5% active; Aryl hydrocarbon receptor (Homo sapiens), P35869; in the data active = activation above about 47%;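 also: 0% = vehicle wells and 100% = reference agonist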
RPL19A-GFP yeast: RPL19A-GFP expression modulators in yeast, primary screen, cell-based, S. cerevisiae, multiplex flow cytometry, MLPCN | S. cerevisiae RPL19A-GFP strain, 3 h; stronger effect = lower value | percent response vs DMSO, % at 10 µM | 330,000 tested, 0.3% active | AID 2025, 2009;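 active = percent response vs DMSO below 50%; inconclusive = fewer than 70 events counted for the yeast strain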;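 also: median channel GFP fluorescence of the barcoded RPL19A-GFP strain; ratio of sample median GFP to plate DMSO average so 100% = DMSO; lower means less RPL19A-GFP as with rapamycin TOR inhibition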
LAP4-GFP MLPCN: modulators of LAP4-GFP expression in yeast, primary screen, S. cerevisiae, multiplex flow cytometry, MLPCN library; 3 h; median GFP as percent of DMSO wells; 320,000 tested, 0.34% active; GFP response vs DMSO, % at 10 µM;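 active = GFP response vs DMSO above a set limit, about the screen mean plus 3 SD, cut at about 150% in these data; inconclusive = under 70 cell events counted for the yeast strain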
MEP2 TOR yeast: modulators of MEP2-GFP levels in yeast, primary screen, S. cerevisiae, multiplex flow cytometry, MLPCN library. S. cerevisiae MEP2-GFP strain, 3 h; 100% = DMSO control level. GFP response vs DMSO, % at 10 µM. 330,000 tested, 0.51% active. AID 2016, 2009;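 active = GFP response versus DMSO above a set limit, roughly screen mean plus 3 SD, cut at about 180% in these data; inconclusive = fewer than 70 cells counted for a yeast strain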;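 also: median GFP fluorescence of the barcode-gated MEP2-GFP cells per well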
* marks the source's active call; other numbers are inactive results; u = inconclusive; x = no result given; [ ] = remark or other dose.

SMILES | CR mimetic SO | proCasp3 act | JMJD2C inh | proCasp7 act | AHR act | RPL19A-GFP yeast | LAP4-GFP MLPCN | MEP2 TOR yeast
CC(=O)Nc1ccc(NC(=O)c2ccccc2S(=O)(=O)c2ccc([N+](=O)[O-])cc2)cc1 | 121 | -5 | 4 | -5 | 1 | 104 | 95 | 104
CCOC(=O)c1ccccc1NC(=O)CSc1ncc(C(=O)OCC)c(N)n1 | 95 | 2 | -10 | 11 | 1 | 94 | 91 | 97
N#Cc1ccc(-c2ccc(F)cc2)nc1Oc1ccc(F)cc1 | 109 | 4 | -8 | 4 | 2 | 103 | 103 | 108
CC(C)Oc1ccc(/C=N/NC(=O)c2nnn(-c3nonc3N)c2CN(C)C2CCCCC2)cc1 | 100 | -1 | 6 | 2 | 3 | 102 | 93 | 103
CCOC(=O)COc1c(Cl)cc(/C=C2\N=C(C)OC2=O)cc1OC | 107 | -3 | -7 | 7 | 0 | 97 | 139 | 97
CC(C)(C)c1ccc(-c2nc(O)c(CC(=O)O)s2)cc1 | 100 | -4 | -6 | -14 | -2 | 97 | 112 | 101
O=C(C1CCN(Cc2ccc(Cl)cc2)CC1)N1CCN(C(c2ccccc2)c2ccccc2)CC1 | 119 | 6 | -1 | 7 | 2 | x | x | x
CCOC(=O)Cc1csc(NC(=O)/C=C/c2ccc(OC)cc2)n1 | 105 | 5 | -5 | -5 | -1 | 93 | 107 | 104
CC1CCN(S(=O)(=O)c2nnc(NC(=O)c3cccc([N+](=O)[O-])c3)s2)CC1 | 105 | 4 | 3 | 5 | 2 | 105 | 95 | 103
COc1ccccc1CN1CCN(Cc2ccco2)CC1 | 95 | -8 | -12 | -4 | 3 | 104 | 95 | 106
COc1ccc2nc(C)cc(SCC(=O)N/N=C/c3c(OC)ccc4ccccc34)c2c1 | 98 | -7 | -9 | 2 | 8 | 94 | 91 | 97
O=C(NNC(=O)C1CCC1)c1ccc(Cl)cc1 | 98 | 7 | 1 | -3 | 1 | u | 61[may fluoresce red] | 85[may fluoresce red]
Cn1c(=O)[nH]c(=O)c2c1nc(N1CCCC1)n2CCO | 97 | 1 | 11 | 5 | 1 | 101 | 82 | 97
O=C(O)CCC(=O)NN1C(=O)c2ccccc2NC1c1ccco1 (stereo not drawn) | 90 | -7 | 8 | -2 | -3 | 102 | 105 | 101
Nc1ccc2c(c1)Oc1ccccc1C=C2 | 100 | 4 | 34 | 8 | 8 | 103 | 108 | 107
O=C(c1ccccc1)c1cc2cc(Cl)ccc2[nH]1 | 90 | -9 | -4 | -6 | 4 | 105 | 113 | 115
Cc1nn(C(=O)CNS(=O)(=O)c2ccccc2)c(C)c1Sc1ccc(Cl)cc1 | 85 | 5 | -13 | 2 | 0 | 97 | 84 | 87
Cc1ccc(NC2c3ncccc3C(=O)N2c2ccccc2C)cc1C (stereo not drawn) | 185 | -16 | 1 | -14 | 12 | 98 | 93 | 103
Cc1cc(C)c(C#N)c(SCc2ccccc2)n1 | 122 | -3 | -4 | 10 | 21 | 96 | 94 | 99
CC(=O)C1=C(C)NC(SCC(=O)c2ccc(-c3ccccc3)cc2)=C(C#N)C1c1cccnc1 (stereo not drawn) | 91 | -10 | 14 | -19 | -2 | 98 | 109 | 102
CCn1c(SCC(=O)OC)nnc1C1CCCCC1 | 101 | 2 | 4 | 1 | 0 | 100 | 103 | 100
COc1cc(/C=N/O)ccc1OCc1ccccc1Cl | 104 | -8 | 1 | 3 | 8 | 100 | 127 | 98
CCCCc1ccc(NC(=O)CN2C(=O)C3CCCCC3C2=O)cc1 (stereo not drawn) | 122 | 9 | -16 | 6 | 6 | 98 | 105 | 97
COc1cc2c(cc1OC)CN(c1nc(-c3cccnc3)nc3ccccc13)CC2 | 97 | 2 | -8 | 8 | 6 | 85 | 100 | 88
COc1ccc(NC(=O)Cn2nnc(C(=O)NCc3ccccc3)c2N)cc1Cl | 105 | 1 | 4 | 10 | 1 | 98 | 93 | 99
COc1ccc2[nH]c(=O)c(COC(=O)c3cccs3)cc2c1 | 105 | 1 | -48 | 17 | 4 | 98 | 96 | 105
COCc1c(C(=O)Nc2ccc3nc(N4CCOCC4)sc3c2)oc2ccccc12 | 85 | -30 | -13 | -26 | 38 | 89 | 105 | 98
COc1cc(C(C)=O)ccc1OCc1nnc(-c2ccccc2Br)o1 | 97 | 9 | 1 | 3 | 12 | 99 | 96 | 101
O=C(CC(c1ccccc1)c1cc(Br)ccc1O)N1CCCC1 (stereo not drawn) | 118 | 3 | -1 | 2 | 7 | 90 | 87 | 89
O=c1[nH]nc(-c2ccc(NCCO)c([N+](=O)[O-])c2)c2ccccc12 | 104 | 2 | 3 | 7 | 3 | 101 | 96 | 100
O=C(N/N=C/C=C/c1ccccc1[N+](=O)[O-])c1ccncc1 | 93 | -5 | -18 | 3 | 10 | 117 | 113 | 111
O=C(NC1CCCCC1)c1ccccc1NC(=S)NC(=O)C1CCC1 | 100 | 3 | -2 | 7 | 1 | 95 | 123 | 111
O=C(COc1cc2oc(=O)c3c(c2cc1Cl)CCC3)NCCCn1ccnc1 | 99 | 13 | 3 | 2 | -4 | 102 | 99 | 100
COc1cccc(-c2nn(C)c3sc(C(=O)NCc4ccc5c(c4)OCO5)cc23)c1 | 107 | 11 | 4 | -5 | 50* | 99 | 103 | 97
COC(=O)c1nn(-c2ccc(F)cc2)ccc1=O | 109 | -2 | x | 14 | 0 | 96 | 97 | 94
O=C(N/N=C/c1ccc(Cl)cc1Cl)c1n[nH]c2c1CCCC2 | 95 | 8 | 27 | 7 | 33 | 112 | 94 | 100
c1ccc2c(Nc3nncs3)c3ccccc3nc2c1 | 110 | -4 | -6 | -1 | 8 | 98 | 109 | 95
COc1cc(/C=N\N=C2/SC(CC(=O)O)C(=O)N2c2ccc(O)cc2)ccc1O (stereo not drawn) | 104 | -1 | 0 | -6 | -1 | 107 | 85 | 106
COc1ccc(NC(=O)Nc2c(SC)nsc2SC)cc1 | 124 | -8 | -3 | -6 | 4 | 104 | 97 | 106
Cc1nc2ccc(S(=O)(=O)NCC(=O)N3CCCCC3)cc2s1 | 87 | -1 | 5 | -6 | -1 | 90 | 92 | 94
CCOC(=O)c1c(CSC(=N)N)n(-c2ccc(C)cc2)c2cc(Br)c(OC(C)=O)cc12 | 109 | 2 | -8 | 3 | 1 | 96 | 102 | 98
N#Cc1ccccc1NC(=O)c1cccc(COc2ccc(Cl)cc2Cl)c1 | 105 | 0 | 5 | -10 | -5 | 107 | 95 | 104
Cc1c(OC(C)C(=O)N[C@@H](Cc2ccccc2)C(=O)O)ccc2c3c(c(=O)oc12)CCCC3 (stereo partly drawn) | 104 | 4 | 5 | -1 | -1 | 95 | 102 | 102
Cc1cc(F)c(F)c(C(=O)N2CCCCC2C)c1Cl (stereo not drawn) | 93 | 4 | 0 | 5 | -1 | 95 | 112 | 94
Cc1cccc(NC(=O)Cc2ccc(NC3=NC4CS(=O)(=O)CC4S3)cc2)c1 (stereo not drawn) | 85 | -2 | -16 | 2 | -2 | 106 | 105 | 107
Cc1cccc(C(=O)Nc2ccc(NC(=O)CN3CCOCC3)cc2)c1 | 97 | 2 | 0 | 3 | -1 | 101 | 96 | 98
CCC(=O)Nc1ccc(C(=O)N/N=C/c2ccccc2[N+](=O)[O-])cc1 | 92 | -2 | 7 | 11 | 19 | 97 | 103 | 101
CC(C)CC(C(=O)O)N1C(=O)C2C3c4ccccc4C(c4ccccc43)[C@@H]2C1=O (stereo partly drawn) | 85 | 8 | -3 | -15 | 0 | 103 | 105 | 103
CC(C)(Oc1ccc(F)cc1)C(=O)OCC(=O)c1ccc(S(C)(=O)=O)cc1 | 90 | 12 | 0 | 0 | -1 | 100 | 84 | 100
Cn1cccc1-c1nc2ccc(NC(=O)c3ccco3)cc2[nH]1 | 119 | 3 | -13 | 3 | -8 | 101 | 86 | 100
NS(=O)(=O)c1ccc(CCNC(=S)NC(=O)c2ccccc2Br)cc1 | 119 | 15 | 10 | -6 | 1 | 97 | 95 | 96

13 entries from above, set out differently:
Compound	CR mimetic SO	proCasp3 act	JMJD2C inh	proCasp7 act	AHR act	RPL19A-GFP yeast	LAP4-GFP MLPCN	MEP2 TOR yeast
COc1ccc(NC(=O)Nc2c(SC)nsc2SC)cc1	124	-8	-3	-6	4	104	97	106
Cc1nc2ccc(S(=O)(=O)NCC(=O)N3CCCCC3)cc2s1	87	-1	5	-6	-1	90	92	94
CCOC(=O)c1c(CSC(=N)N)n(-c2ccc(C)cc2)c2cc(Br)c(OC(C)=O)cc12	109	2	-8	3	1	96	102	98
N#Cc1ccccc1NC(=O)c1cccc(COc2ccc(Cl)cc2Cl)c1	105	0	5	-10	-5	107	95	104
Cc1c(OC(C)C(=O)N[C@@H](Cc2ccccc2)C(=O)O)ccc2c3c(c(=O)oc12)CCCC3 (stereo partly drawn)	104	4	5	-1	-1	95	102	102
Cc1cc(F)c(F)c(C(=O)N2CCCCC2C)c1Cl (stereo not drawn)	93	4	0	5	-1	95	112	94
Cc1cccc(NC(=O)Cc2ccc(NC3=NC4CS(=O)(=O)CC4S3)cc2)c1 (stereo not drawn)	85	-2	-16	2	-2	106	105	107
Cc1cccc(C(=O)Nc2ccc(NC(=O)CN3CCOCC3)cc2)c1	97	2	0	3	-1	101	96	98
CCC(=O)Nc1ccc(C(=O)N/N=C/c2ccccc2[N+](=O)[O-])cc1	92	-2	7	11	19	97	103	101
CC(C)CC(C(=O)O)N1C(=O)C2C3c4ccccc4C(c4ccccc43)[C@@H]2C1=O (stereo partly drawn)	85	8	-3	-15	0	103	105	103
CC(C)(Oc1ccc(F)cc1)C(=O)OCC(=O)c1ccc(S(C)(=O)=O)cc1	90	12	0	0	-1	100	84	100
Cn1cccc1-c1nc2ccc(NC(=O)c3ccco3)cc2[nH]1	119	3	-13	3	-8	101	86	100
NS(=O)(=O)c1ccc(CCNC(=S)NC(=O)c2ccccc2Br)cc1	119	15	10	-6	1	97	95	96
